Compound activity deposited in PubChem BioAssay by National Center for Advancing Translational Sciences (NCATS).
NPSR antagonist: qHTS Assay for Antagonists of the Neuropeptide S Receptor: cAMP Signal Transduction; AID 1461, 2008; Potency, µM (doses to about 38.3 µM), without a hit: at the highest dose activity change, negative = inhibition, hits mostly inhibitors; Q6W5P4; 1% of 220,000 active; CHO-NPSR cells, cAMP TR-FRET, antagonist mode; also: % is scaled to controls: 0 for no effect and ±100 for the full control effect; nearly all actives have a fitted effect of over 50% in size; many of its hits are not listed in these tables
Target sequence (Q6W5P4 whole entry, looked up): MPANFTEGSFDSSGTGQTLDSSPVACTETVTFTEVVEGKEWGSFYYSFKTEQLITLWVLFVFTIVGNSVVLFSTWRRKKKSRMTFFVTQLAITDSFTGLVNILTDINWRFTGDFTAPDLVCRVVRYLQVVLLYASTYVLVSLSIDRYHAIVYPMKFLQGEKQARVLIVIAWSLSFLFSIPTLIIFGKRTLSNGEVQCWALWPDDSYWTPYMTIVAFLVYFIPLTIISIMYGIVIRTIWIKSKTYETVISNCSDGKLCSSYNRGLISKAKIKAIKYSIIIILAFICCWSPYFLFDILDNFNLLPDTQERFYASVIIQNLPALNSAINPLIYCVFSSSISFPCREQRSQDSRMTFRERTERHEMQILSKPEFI
Epigenetic reg: Quantitative High-Throughput Screen for Regulators of Epigenetic Control. murine LDR cells, GFP reporter derepression, 30 h. Potency, µM (highest dose often 53.9 µM), inactives show top-dose GFP activation, usual class: activators. 0.2% of 280,000 active; also: % of control where 0% means no effect; nearly all actives have a fitted effect of over 60% in size
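Murine LDR cells bearing a silenced CMV-driven GFP reporter were exposed to compound for 30 h at 37 C. After PBS washes, GFP-positive cells (20-120 um objects) counted by laser-scanning microplate cytometry.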
RECQ1 helicase: qHTS Assay for Inhibitors of RecQ-Like Dna Helicase 1 (RECQ1); ATP-dependent DNA helicase Q1 (Homo sapiens), P46063; RECQ1 DNA unwinding, red fluorescence kinetic read; Potency, µM (top dose mostly 57.3 µM), without a hit: at the top dose activity, negative = inhibition, actives largely listed as inhibitors; 0.54% of 240,000 active; AID 2549, 2010;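 also: plate controls were vehicle for no effect and no enzyme for full effect; nearly all actives have a fitted effect of over 30% in size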
Target sequence (P46063 whole entry, looked up): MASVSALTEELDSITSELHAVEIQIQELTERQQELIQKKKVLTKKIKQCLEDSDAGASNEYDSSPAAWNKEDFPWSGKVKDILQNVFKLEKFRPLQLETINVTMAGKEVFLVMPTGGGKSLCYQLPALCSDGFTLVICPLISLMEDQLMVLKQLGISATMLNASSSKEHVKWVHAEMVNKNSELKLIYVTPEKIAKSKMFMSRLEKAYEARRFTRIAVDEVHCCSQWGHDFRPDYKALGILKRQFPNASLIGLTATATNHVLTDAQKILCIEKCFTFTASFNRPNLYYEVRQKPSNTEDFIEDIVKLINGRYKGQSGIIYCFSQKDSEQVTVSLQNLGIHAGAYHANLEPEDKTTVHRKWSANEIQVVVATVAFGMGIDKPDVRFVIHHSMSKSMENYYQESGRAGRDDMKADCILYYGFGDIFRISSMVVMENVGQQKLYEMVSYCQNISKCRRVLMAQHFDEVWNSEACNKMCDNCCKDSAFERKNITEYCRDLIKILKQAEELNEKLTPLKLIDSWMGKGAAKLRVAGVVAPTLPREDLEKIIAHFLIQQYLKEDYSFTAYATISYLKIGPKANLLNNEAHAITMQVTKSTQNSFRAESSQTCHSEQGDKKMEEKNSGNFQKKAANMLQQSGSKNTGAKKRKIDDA
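50 nM RECQ1T1 preincubated 15 min with compound in Tris pH 8.0 buffer with MgCl2, DTT, Tween-20 and 2.5 ug/ml poly(dI-dC); started with 200 nM TAMRA/BHQ-2 forked duplex and 2 mM ATP. Unwinding read as fluorescence (525/598 nm), two reads 2 h apart.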
IMPase Li cell: qHTS Assay for Identifying the Cell-Membrane Permeable IMPase Inhibitors: Potentiation with Lithium | 0.35% of 210,000 active | Potency, µM (series often up to 59.4 µM), for inactives: at the highest dose activity, negative = IMPase inhibition, actives largely listed as inhibitors | CHO-M1 cells, IP1 TR-FRET (IP-One), carbachol + lithium | AID 1457, 2008;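 also: IP1 builds up when IMPase is blocked and the TR-FRET signal falls; plate controls were basal vehicle for no effect and high inhibitor control for full effect; nearly all actives have a fitted effect of over 50% in size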
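CHO-M1, 2000 cells/well, 16–30 h culture; cpd + low Li+, 30 min 37C; lysis with d2-IP1/Eu-anti-IP1 Ab, 10 min RT; TR-FRET 665/620 ratio and 620 channel; AC50 via Hill.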
SMN2 splice up: qHTS Assay for Enhancers of SMN2 Splice Variant Expression. HEK293 SMN2-luciferase splicing reporter, luminescence, 30-36 h. Potency, µM (doses to about 46.1 µM), inactives show at the top dose activity change, positive = activation, usual class: activators. AID 1458, 2008. 2.8% of 210,000 active; also: % of control where 0% means no effect; nearly all actives have a fitted effect of over 55% in size
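HEK293 cells carry an SMN2 minigene-luciferase reporter in which exon 7 inclusion puts luciferase in frame. Cells were seeded at 2000 cells/well, attached for 10-12 hours, then exposed to compounds for 30-36 hours at 37C before ONE-Glo luminescence.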
KinaseGlo FLuc: Counterscreen for Luciferase (Kinase-Glo TM) Inhibition; Luciferin 4-monooxygenase (Photuris pensylvanica), Q27757; Kinase-Glo luciferase, ATP luminescence, 8 min; Potency, µM (doses to about 38.3 µM), for inactives: at the top dose activity change, negative = inhibition, hits mostly inhibitors; 0.28% of 200,000 active; AID 1379, 2008; also: % is scaled to controls: 0 for no effect and ±100 for the full control effect; nearly all actives have a fitted effect of over 60% in size
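Inhibition of Kinase-Glo luciferase light generation was assessed at 10 uM ATP in pH 7.2 imidazole buffer, with luminescence measured after eight minutes at ambient temperature.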
RGS12 GoLoco inh: qHTS Assay for Inhibitors of RGS12 GoLoco Motif Activity (Red Fluorophore); AID 880, 2007; Gai1:RGS12 GoLoco peptide FP, rhodamine, 10 min; Potency, µM (titrated, usually from 61.6 µM), for the others: top-dose activity, negative = inhibition, actives largely listed as inhibitors; Guanine nucleotide-binding protein G(i) subunit alpha-1 (Homo sapiens), P63096; 0.44% of 230,000 active; active = well fitted inhibition curve with a large enough effect, not every such curve was filed as active; inactive = no such curve, though single readings can be large or run the other way; also: % is scaled to controls: 0 for no effect and ±100 for the full control effect; nearly all actives have a fitted effect of over 30% in size; many of its hits are not listed in these tables
KDM4E inh: qHTS Assay for Inhibitors of Human Jumonji Domain Containing 2E (JMJD2E); Lysine-specific demethylase 4E (Homo sapiens), B2RXH2; Potency, µM (titrated, usually from 57.1 µM), for inactives: at the top dose activity change, negative = inhibition, hits mostly inhibitors; 1.6% of 230,000 active; JMJD2E catalytic domain, FDH-coupled NADH fluorescence (FDH is formaldehyde dehydrogenase); active = well fitted inhibition curve with a large enough effect, not every such curve was filed as active; inconclusive = small, poorly fitted or top-dose-only effect, or another doubt; inactive = no such curve, though single readings can be large or run the other way;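 also: 0% = wells with enzyme and -100% = buffer wells without enzyme; nearly all actives have a fitted effect of over 50% in size; many of its hits are not listed in these tables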
Active calls of the source: *; i = inactive; ? = inconclusive; · = not tested or not shown; [ ] = another dose, or the depositor's remark. Unless noted, calls follow the shape of the dose curve; as a rule, active = well fitted curve in the direction sought with a large enough effect; inconclusive = small, poorly fitted or top-dose-only effect, or another doubt; inactive = no such curve, though single readings can be large; an effect the other way counts as inactive or inconclusive. Potency is read from the fitted curve at half-maximal effect. A portion of the library (hit frequency here may not be typical).

SMILES | NPSR antagonist | Epigenetic reg | RECQ1 helicase | IMPase Li cell | SMN2 splice up | KinaseGlo FLuc | RGS12 GoLoco inh | KDM4E inh
COc1ccc(OCCSc2nnc(-c3cccnc3)n2N)cc1 | 10% | -6.4% | -7% | -3% | 1% | -1% | 5% | 9%
COc1cccc(NC(=O)Nc2ccc3c(c2)N(C)C(=O)CS3)c1 | -12%[46.1 µM] | -1.0% | -11% | 31%[38.3 µM] | 14% | -2% | 6% | 2%
Cc1ccc(NC(=O)C2CCCN2S(=O)(=O)c2ccc3c(c2)CCC(=O)N3)cc1Cl (stereo unspecified) | 1%[46.1 µM] | 0.7% | -15% | -8%[38.3 µM] | -30%[inhibitor] | 15% | 8% | 2%
COc1cccc(-c2cc(C(F)(F)F)c3c(N)c(C#N)sc3n2)c1 | -5%[46.1 µM] | ? | i | ? | -19% | -4% | 10% | 5%
COc1cccc(NS(=O)(=O)c2ccc3c(c2)CCCN3C(C)=O)c1 | -9%[46.1 µM] | -0.1% | -6% | 34%[activator][38.3 µM] | -32%[inhibitor] | 0% | 4% | 7%
COc1cccc(/C=N/NC(=O)CC(=O)NCCc2ccc(OC)c(OC)c2)c1 | -1%[46.1 µM] | 0.0% | -4% | 8% | -4% | 2% | 7% | -4%
O=C(CSc1ccccc1Cl)NC1CCCc2ccccc21 (stereo unspecified) | -23% | 2.3% | -29% | 4% | 6% | 0% | 10% | -1%
CN(C(=O)CSc1nc(C2CC2)nc2ccccc12)c1nc(-c2ccccc2)cs1 | 24%[46.1 µM] | 1.6% | -8% | -15%[38.3 µM] | -35%[inhibitor] | 7% | 0% | 0%
CCCCC1=CC2=C(c3ccco3)C(=O)C(C)(OC(=O)c3ccc(OC)cc3)C(=O)C2=CN1CCCOC(C)C (stereo unspecified) | -39% | -3.3% | i[11.5 µM] | -2% | 0%[9.22 µM] | -2%[7.66 µM] | 5%[14.2 µM] | 5%[11.4 µM]
CCc1nnc(NC(=O)C2CCCO2)s1 (stereo unspecified) | 10% | 2.5% | i | 9% | -2% | -1% | 17% | -3%

Some entries already given, reduced to KinaseGlo FLuc.
| SMILES | KinaseGlo FLuc |
| --- | --- |
| COc1cccc(-c2cc(C(F)(F)F)c3c(N)c(C#N)sc3n2)c1 | -4% |
| CN(C(=O)CSc1nc(C2CC2)nc2ccccc12)c1nc(-c2ccccc2)cs1 | 7% |

The list continues.
SMILES | NPSR antagonist | Epigenetic reg | RECQ1 helicase | IMPase Li cell | SMN2 splice up | KinaseGlo FLuc | RGS12 GoLoco inh | KDM4E inh
Cn1c2ccccc2c2cc(C(=O)O)ccc21 | -15%[46.1 µM] | -3.0% | -4% | -7%[38.3 µM] | 6% | 6% | 5% | ?
Cc1ccc(S(=O)(=O)N(CC(=O)N/N=C/c2cccc3c2OCCO3)c2ccccc2F)cc1 | -15%[46.1 µM] | -1.8% | -13% | 39%[activator][38.3 µM] | -22% | 8% | 1% | ?
c1ccc(-c2nnc(-c3ccco3)o2)cc1 | -6%[46.1 µM] | -0.1% | -4% | 10%[38.3 µM] | · | ? | 14% | ?
C[N+](C)(C)CC/C=C1/c2ccccc2CSc2ccccc21 | 9%[46.1 µM] | -1.9% | 1% | 27% | -4% | 3% | 2.2µM* | 4%
COc1ccc(Cn2c(=O)[nH]c3cc(C(=O)NCCCN4CCCC4=O)ccc3c2=O)cc1 | -19%[46.1 µM] | -1.0% | i | 1%[38.3 µM] | -21% | 0% | 0% | -5%
COc1ccc(CNC(=O)C2CCN(S(=O)(=O)N3CCOCC3)CC2)cc1 | -10%[46.1 µM] | 0.0% | -6% | 5%[38.3 µM] | -2% | -3% | 1% | 5%
CC1(C)CC(=O)c2cc(C(=O)NC3CCSC3=O)c(=O)n(-c3ccc(Cl)cc3)c2C1 (stereo unspecified) | -9% | 0.1% | -4% | 5% | 6% | 0% | 7% | ?
C/C(Cn1nnc([N+](=O)[O-])n1)=N\NC(=O)c1ccccc1O | -22% | -1.3% | 2% | · | · | · | 11% | -14%
CCn1c(C)[n+](CC)c2ccc(C(=O)N(C)c3ccccc3)cc21 | -4% | -5.5% | i | 15% | · | -1% | 10% | ?
COc1cccc2cc(C(=O)Nc3ccc(F)cc3)c(=Nc3ccc(C(=O)O)cc3)oc12 | -20% | 1.9% | -1% | 1% | 15% | 0% | 0% | 1%
CC(=O)Nc1ccccc1NS(=O)(=O)c1ccc(Cl)cc1 | -7%[46.1 µM] | -2.9% | 4% | 2%[38.3 µM] | -21% | -3% | 2% | 3%
Cc1cc(NC(=O)c2ccccc2-c2ccccc2)ccc1Br | -46% | 1.0% | -15% | 14% | -14% | -2% | 4% | 17%
Cc1cccc2[nH]c(CN(C)C(=O)CC3C(=O)NCCN3CC(C)(C)C)nc12 (stereo unspecified) | -21% | -5.9% | -5% | -5% | · | 5% | 3% | -2%
COc1ccc(C(=O)Nc2ccc(N3CCN(C)CC3)cc2)cc1[N+](=O)[O-] | -7% | 0.0% | -2% | 10% | 14% | -3% | 3% | -1%
Cc1cc(C)c2nc(N3CCC(C(=O)NCCCN4CC(C)CC(C)C4)CC3)sc2c1 (stereo unspecified) | -35% | -1.1% | i | 15% | -34%[inhibitor] | 0% | -6% | 0%
C=CCn1c(=O)c2ccccc2n2c(SCc3csc(-c4ccccc4)n3)nnc12 | ? | 1.6% | -6% | 5%[38.3 µM] | -20% | -1% | 5% | 4%
Cc1c(N2C(=O)CSC2c2ccc(F)cc2)c(=O)n(-c2ccccc2)n1C (stereo unspecified) | 3% | 0.1% | -3% | · | · | · | 10% | -7%
CCn1c2ccccc2c2cc(C3C(C#N)=C(N)Oc4n[nH]c(COC)c43)ccc21 (stereo unspecified) | ? | 1.2% | 0% | 20%[38.3 µM] | · | 2% | 22% | 10µM*
O=C(O)/C=C/S(=O)(=O)c1ccc2ccccc2c1 | 8% | 2.1% | -2% | · | · | · | 7% | 0%
COc1ccc(CCNC(=O)C2CCCCC2C(=O)O)cc1OC (stereo unspecified) | -4%[46.1 µM] | 1.9% | i | -3%[38.3 µM] | 18% | -3% | 10% | 6%
O=C(CSC1=NCCS1)c1ccc(Cl)cc1 | -6% | -1.4% | i | 9% | -4% | -1% | 1% | -4%
COC(=O)c1sc(S(=O)(=O)N2CCCCC2C(=O)O)c(C(=O)OC)c1C (stereo unspecified) | -7%[46.1 µM] | 3.1% | -15% | 16%[38.3 µM] | 2% | -2% | 4% | -5%
COC(=O)Cc1ccc(NC(=S)NCCSc2ccc(Cl)cc2)cc1 | -28% | 7.0% | -6% | · | · | · | 0% | -22%
Cc1cccc(C)c1NC(=O)CN1N=NC2C(=O)N(c3cccc(Cl)c3)C(=O)C21 (stereo unspecified) | 12% | -1.1% | -7% | -2% | 15% | 2% | -1% | -10%
COc1ccc(Cn2c(O)c(C=Nc3ccc(OC)cc3)c3ccccc3c2=O)cc1 | -10% | 1.0% | -4% | 0% | 22% | -3% | 15% | -26%
CN(C)CCNc1ccccn1 | · | · | · | 1% | -8%[9.22 µM] | -2%[7.66 µM] | 7%[14.2 µM] | ·
Cc1cc(Cl)cc(Cl)c1CNc1c([N+](=O)[O-])c(=O)oc2ccccc12 | -17% | 5.1% | -6% | 13% | -54%[inhibitor] | 15% | 6% | -8%
O=C(c1ccncc1)N1CCC2(CCCN(c3ncccn3)C2)CC1 | · | · | -2% | -13% | -16% | -1% | -1% | ·
COc1cc(-n2c(=O)c3ccccc3n(Cc3ccccc3)c2=O)cc(OC)c1OC | -5%[46.1 µM] | 5.2% | i | 10%[38.3 µM] | 16% | -3% | 6% | 0%
CCCCN1C(=O)C(=O)NC[C@@H]1C(C)O (stereo partly specified) | 4% | -2.5% | i | · | · | · | 7% | 5%
CCCCn1c(SCC(=O)N(C)C)nnc1-c1ccncc1 | 6% | -2.3% | i | -10% | 8% | 1% | 20% | 2%
Cc1ccc(-n2ncc3c(=O)n(CC#N)cnc32)cc1 | -2%[46.1 µM] | 6.5% | i | -3%[38.3 µM] | 6% | 2% | 6% | -11%
COc1cc(NC(=S)NC(=O)c2cccs2)ccc1NC(=O)C(C)C | -14% | 3.8% | -9% | 8% | 8% | -2% | 17% | -3%
Cc1ccc(SCCC(=O)Nc2cc(C)on2)cc1 | 18% | -4.5% | i | 4% | -16% | -1% | -3% | -7%
CCNC(=O)c1ccc(C23CC4CC(CC(C4)C2)C3)o1 | -17% | -0.7%[10.1 µM] | -15% | 2% | -7% | 0% | 15% | 12%
Cc1ccc(C)c2[nH]c(=O)c(CN(CCN3CCCC3)C(=O)Nc3cccc(Cl)c3)cc12 | ? | 2.6% | 5% | 13% | -16% | 3% | 72%[activator] | ?
C=C1CCN(C(C)C(=O)OC)S(=O)(=O)c2ccccc21 (stereo unspecified) | 2% | 0.0% | ? | · | · | · | -3% | 1%
COC(=O)/C(C(C)=O)=C(/C=C/C=C/N(C)C)N(C)C | 7%[46.1 µM] | 0.0% | 11% | 17%[38.3 µM] | -8% | -1% | -8% | -5%
CCCn1nnnc1NC(=O)c1cccs1 | -2%[46.1 µM] | -1.2% | -2% | 1%[38.3 µM] | ? | 1% | -4% | 1%
CCn1c2ccc(C)cc2c2nnc(NN)nc21 | 0% | -1.8% | -7% | 4% | 2% | 4% | 38%[activator] | -10%
CCc1c(C)sc(NC(=O)C2CC2c2ccccc2)c1C(N)=O (stereo unspecified) | -14%[46.1 µM] | -2.3% | -6% | -6%[38.3 µM] | ? | -2% | 13% | -2%
CC(C)Sc1cc(N2CCCC2)nc(-c2ccc(F)cc2)n1 | -6%[46.1 µM] | 0.0% | -15% | 6%[38.3 µM] | -5% | 1% | -7% | -6%
